SUMO1-SIM PPI – modulators of human SUMO1-mediated protein-protein interactions; P63165; SUMO1 binding to a labelled peptide, TR-FRET, 1 h; inhibition, % at 20 µM; actives 0.33% (n = 360,000); in the data active = inhibition above about 37%
Rpn11 block – Rpn11 (human) deubiquitinase inhibition; AID 588493; actives 0.59% (n = 360,000); calls only at 20 µM; human 26S proteasome, Ub4-pepOG fluorescence polarization; 20S core pre-blocked with epoxomicin; O00487;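 active = inhibition at 20 µM, scaled to each plate's controls, above about 33%, limit read from the data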
Target sequence (O00487 whole entry, looked up): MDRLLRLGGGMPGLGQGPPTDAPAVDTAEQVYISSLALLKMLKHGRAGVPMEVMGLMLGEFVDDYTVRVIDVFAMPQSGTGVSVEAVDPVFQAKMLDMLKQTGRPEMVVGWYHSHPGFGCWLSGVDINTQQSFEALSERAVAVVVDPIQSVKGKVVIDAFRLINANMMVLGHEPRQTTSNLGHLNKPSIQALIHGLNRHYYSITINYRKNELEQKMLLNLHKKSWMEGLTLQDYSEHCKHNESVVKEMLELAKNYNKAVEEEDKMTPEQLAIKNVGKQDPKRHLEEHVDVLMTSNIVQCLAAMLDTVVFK
STEP block – inhibitors of human striatal-enriched phosphatase STEP; P54829; recombinant STEP, OMFP fluorogenic substrate, fluorescence; inhibition, % at 20 µM; actives 0.25% (n = 360,000); AID 588621;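 active = inhibition at 20 µM, scaled per plate between control wells, above about 37%, limit read from the data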;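 also: 0% = DMSO with enzyme and substrate and 100% = substrate only without enzyme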
Target sequence (P54829 whole entry, looked up): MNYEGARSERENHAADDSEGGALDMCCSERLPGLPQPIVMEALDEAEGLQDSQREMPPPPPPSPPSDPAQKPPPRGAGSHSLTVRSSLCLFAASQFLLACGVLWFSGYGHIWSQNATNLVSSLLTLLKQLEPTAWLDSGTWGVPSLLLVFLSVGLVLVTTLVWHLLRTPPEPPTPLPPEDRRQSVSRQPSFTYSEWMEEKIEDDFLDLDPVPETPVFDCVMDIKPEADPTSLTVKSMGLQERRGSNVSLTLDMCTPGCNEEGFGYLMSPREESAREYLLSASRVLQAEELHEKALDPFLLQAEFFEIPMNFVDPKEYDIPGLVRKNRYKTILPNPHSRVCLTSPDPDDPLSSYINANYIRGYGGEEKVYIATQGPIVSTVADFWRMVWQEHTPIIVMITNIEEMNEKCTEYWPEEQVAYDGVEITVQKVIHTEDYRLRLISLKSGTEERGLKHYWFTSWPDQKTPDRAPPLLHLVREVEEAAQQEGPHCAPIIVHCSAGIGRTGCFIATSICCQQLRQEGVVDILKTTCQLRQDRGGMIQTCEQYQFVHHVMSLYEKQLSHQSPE
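Assay system: isolated STEP enzyme. Buffer or medium: pH 6.0 Bis-Tris with DTT and Tween 20. Also added: fluorogenic phosphatase substrate OMFP at 25 µM final. Dosing: 20 µM, 1% DMSO. Timing: 20 min reaction, room temperature, in the dark. Measured by: fluorescence intensity, excitation 480 nm, emission 540 nm. Evaluation: normalized % inhibition.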
LMPTP block – LMPTP (human) inhibition. AID 651560. inhibition, % at 20 µM. recombinant LMPTP-A, OMFP fluorogenic substrate, fluorescence intensity. P24666. actives 0.22% (n = 360,000);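 active = compounds that cut the enzyme signal by at least half of the control window in the single-dose screen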;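 also: plate controls were DMSO wells with enzyme plus substrate for no effect and substrate without enzyme for full effect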
Target sequence (P24666 whole entry, looked up): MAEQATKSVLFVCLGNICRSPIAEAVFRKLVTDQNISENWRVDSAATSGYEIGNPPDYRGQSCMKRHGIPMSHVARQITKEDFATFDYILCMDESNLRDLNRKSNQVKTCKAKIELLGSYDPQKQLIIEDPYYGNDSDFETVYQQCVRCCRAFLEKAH
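Test system: LMPTP-A, protein tyrosine phosphatase of low molecular weight; Input: 0.625 nM enzyme; Incubation: 50 min dark incubation at room temperature; Signal: endpoint fluorescence intensity from OMFP dephosphorylation; Read-out basis: % inhibition versus control wells.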
Scp-1 inhibitor – Scp-1 (human) phosphatase inhibition; Q9GZU7; Recombinant Scp1, phosphopeptide, malachite green phosphate absorbance; actives 0.88% (n = 340,000); inhibition, % at 20 µM;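 active = inhibition above about 50% at 20 µM, limit read from the data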;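 also: plate controls were DMSO wells with enzyme for no effect and wells lacking enzyme for full effect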
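Times: enzyme reaction 45 min at room temperature, colour 5 min, stabilisation 30 min. Material: SCP-1 catalytic fragment, aa 76-261. Medium: Acidic Tris acetate buffer with magnesium and detergent. Signal: colorimetric free-phosphate detection, absorbance 630 nm. Read-out basis: % inhibition of SCP-1 phosphate liberation. Reagent: Phosphorylated 17-residue peptide substrate.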
CSN inh – inhibitors of human CSN-mediated cullin deneddylation; actives 0.38% (n = 360,000); inhibition, % at 12.5 µM; AID 651999; Purified CSN, SCF-Nedd8-OG deneddylation, fluorescence polarization; Q92905;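 active = pattern-corrected inhibition above about 35%, with an unprinted fluorescence ratio check between 0.5 and 1.5, limit read from the data, passing the limit was not always enough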;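 also: 0% = enzyme with substrate and 100% = substrate without enzyme; some results filed as inactive read as strong as hits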
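Detection – fluorescence polarization · System – HEK293T-derived human Csn5 enzyme · Controls – substrate-only high control, full reaction low control · Timing – 90 min, room temperature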
PABP1 MLLE inh – blocks PAM2 peptide binding to the PABP1 MLLE domain; P11940; GST-MLLE / FITC-PAM2 fluorescence polarization; inhibition, % at 20 µM; actives 0.36% (n = 360,000); AID 588489; in the data active = inhibition above about 35%, passing the limit was not always enough;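 also: plate controls were DMSO wells with GST-MLLE for no effect and wells lacking GST-MLLE protein for full effect; some results filed as inactive read as strong as hits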
NadD block – inhibitors of Staphylococcus aureus NadD; purified NadD enzyme, colorimetric absorbance read-out; inhibition, % at 20 µM; actives 0.78% (n = 360,000); AID 602399; in the data active = inhibition above about 26%; also: some compounds past the cut are filed as inactive
TbMetRS inhib – Trypanosoma brucei MetRS inhibition. actives 0.4% (n = 360,000). AID 624268. purified T. brucei MetRS, ATP depletion, Kinase-Glo luminescence. inhibition, % at 11.9 µM;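 active = inhibition above a per-plate cutoff of the control wells' mean inhibition plus 3 SD, cut at about 5.5% in these data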;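 also: 0% = DMSO wells median and 100% = median of wells with control inhibitor compound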
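Test system – parasite MetRS enzyme · Reagent – substrates ATP, L-methionine and bulk Escherichia coli tRNA · Doses – 11.9 µM compound single dose, 0.9% DMSO · Times – 15 min enzyme-compound preincubation, 2 h reaction, 10 min detection, 25 °C · Signal – Kinase-Glo luminescence, ATP depletion format · Controls – DMSO-only wells as low control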
DNMT1 block – inhibitors of human DNMT1. P26358. DNMT1 molecular beacon, Hinp1I cleavage, fluorescence. inhibition (reported as % activation of signal), % at 10 µM. actives 0.83% (n = 360,000). AID 588458; in the data active = inhibition above about 50%
Active calls of the source: *; i = inactive; x = no result given.

SMILES | SUMO1-SIM PPI | Rpn11 block | STEP block | LMPTP block | Scp-1 inhibitor | CSN inh | PABP1 MLLE inh | NadD block | TbMetRS inhib | DNMT1 block
CC1CCCCN1S(=O)(=O)c1ccc2c(c1)CCN2C(=O)CCC(=O)O (centres undefined) | 0 | i | 1 | -1.5 | 2 | 0 | -7 | 14 | 0.2 | -1
CCC(=O)Nc1ccc(-c2nn3c(C)nnc3s2)cc1C | -3 | i | -3 | -0.6 | -1 | 9 | -9 | 0 | -1.9 | 0
Brc1cccc(-c2nnc3n2CCCCC3)c1 | -1 | i | 1 | -1.3 | -7 | 1 | 6 | -2 | -0.5 | 3
CSc1ccccc1OCc1cc(C(=O)N(C)C(C)c2ccccn2)no1 (centres undefined) | 4 | i | -2 | 0.2 | -20 | 4 | 1 | 2 | -0.5 | 1
Cc1ccc(CNC(=S)NC2CCCCC2)cc1 | -8 | i | 0 | 0.1 | 4 | -1 | -40 | 7 | 0.2 | 2
O=S(=O)(O)c1nc2ccccc2n1Cc1ccc(Cl)cc1 | 7 | i | 0 | 1.3 | 3 | 0 | -1 | 3 | 0.3 | 1
CCCCN(C(=O)C1CCCO1)c1c(N)n(CC(C)C)c(=O)[nH]c1=O (centres undefined) | -2 | i | 2 | -1.4 | 2 | -2 | 6 | 0 | -0.4 | 0
COc1ccccc1N(CC(=O)Nc1ccc(Br)cc1F)S(=O)(=O)c1cccs1 | 3 | i | 0 | 3.4 | -9 | 2 | -28 | -7 | -0.2 | -3
Cc1ccc(CNC(=O)CCC2CCCN(C(=O)c3ccc4c(c3)OCO4)C2)o1 (centres undefined) | 0 | i | -2 | -2.2 | -3 | -1 | 10 | -6 | -0.5 | -2
CCN(CC)C(=O)N1CCN(C(=O)N2CCOCC2)CC1 | -5 | i | 0 | 0.8 | 1 | 6 | -6 | 3 | -1.4 | 10
Cc1ccc(S(=O)(=O)NC(CC(C)C)C(=O)N2CCCCCCC2)cc1 (centres undefined) | 2 | i | 2 | 0.0 | -5 | 1 | -3 | -8 | -0.2 | 0
COc1ccccc1N1C(=O)N(C(C)=O)C2C1Nc1ccccc1N2C (centres undefined) | 7 | i | 2 | 3.4 | -1 | 16 | -37 | 17 | -1.5 | -25
COc1ccc([C@H]2CC(=O)C=C(c3cc(Br)ccc3OC)C2)cc1 | -3 | i | 6 | 2.9 | -9 | 7 | -13 | 2 | -0.3 | -6
N#CC(Cc1cccs1)c1nc2ccccc2[nH]1 (centres undefined) | -4 | i | 1 | 8.1 | x | 0 | -1 | -2 | 0.0 | 1
Cc1ccc(CNC(=O)C2CC(c3ccccc3[N+](=O)[O-])=NO2)o1 (centres undefined) | -10 | i | -2 | -1.7 | -11 | -3 | 2 | -4 | 0.0 | 4
COc1cccc(N2CCN(C(=O)c3cc(-c4ccccc4)nc4c3cnn4C(C)C)CC2)c1 | 1 | i | 6 | 4.3 | 2 | 0 | -8 | 2 | -0.6 | -11
Cc1cccc(NC(=O)[C@H](Cc2ccccc2)NC(=O)OCc2ccccc2)c1 | -4 | i | -1 | 0.2 | 2 | -5 | 4 | -5 | -0.3 | 0
CCCCSc1oc(-c2ccco2)nc1S(=O)(=O)c1ccccc1 | -1 | i | 0 | 3.8 | -8 | 7 | -138 | 3 | 0.6 | -7
CC(=O)c1ccc(N(CC(=O)NC2CCCC2)C(=O)CNC(=O)c2cccs2)cc1 | 0 | i | 0 | -1.2 | -1 | 6 | 5 | 3 | 0.0 | -1
O=C(CN1C(=O)NC(c2ccc(F)cc2)C1=O)NC1CCCCC1 (centres undefined) | 1 | i | -1 | -2.0 | -7 | -2 | 3 | 2 | -0.6 | 2

Single records (already shown). Values in the order: SUMO1-SIM PPI, Rpn11 block, STEP block, LMPTP block, Scp-1 inhibitor, CSN inh, PABP1 MLLE inh, NadD block, TbMetRS inhib, DNMT1 block
Listed for `Cc1ccc(S(=O)(=O)NC(CC(C)C)C(=O)N2CCCCCCC2)cc1` (centres undefined) : 2, i, 2, 0.0, -5, 1, -3, -8, -0.2, 0
Listed for `CCC(=O)Nc1ccc(-c2nn3c(C)nnc3s2)cc1C` : -3, i, -3, -0.6, -1, 9, -9, 0, -1.9, 0
Listed for `COc1ccccc1N(CC(=O)Nc1ccc(Br)cc1F)S(=O)(=O)c1cccs1` : 3, i, 0, 3.4, -9, 2, -28, -7, -0.2, -3
Listed for `Cc1ccc(CNC(=O)CCC2CCCN(C(=O)c3ccc4c(c3)OCO4)C2)o1` (centres undefined) : 0, i, -2, -2.2, -3, -1, 10, -6, -0.5, -2
Listed for `O=S(=O)(O)c1nc2ccccc2n1Cc1ccc(Cl)cc1` : 7, i, 0, 1.3, 3, 0, -1, 3, 0.3, 1

Next part:
SMILES | SUMO1-SIM PPI | Rpn11 block | STEP block | LMPTP block | Scp-1 inhibitor | CSN inh | PABP1 MLLE inh | NadD block | TbMetRS inhib | DNMT1 block
N#CCCN(C(=O)COC(=O)c1ccc2c(=O)n3c(nc2c1)CCC3)c1ccc(F)cc1 | -4 | i | 0 | -1.6 | 2 | -6 | -17 | -2 | 0.0 | 1
COc1cccc(CNC(=O)c2ccc(COc3ccccc3)cc2)c1 | 1 | i | 3 | 1.3 | -3 | -1 | -2 | -8 | -0.5 | -5
N#CC1=C(SCc2ccccc2)NC(=O)CC1c1ccco1 (centres undefined) | -1 | i | -3 | 0.6 | 8 | 1 | 11 | -3 | 0.8 | 8
Cc1ccc(OCc2nnc(SCC(=O)Nc3ccc4c(c3)OCO4)n2C)cc1 | -9 | i | 0 | -0.8 | -7 | 2 | 9 | 4 | 0.3 | -8
CC1(C)CC(=O)c2c(oc3cc(O)c(O)cc23)C1 | -1 | i | 12 | 0.2 | -7 | -1 | -7 | 4 | -1.0 | 15
O=C(Nc1cccc(S(=O)(=O)Nc2ccccc2F)c1)c1ccc2ccccc2n1 | 8 | i | 8 | 12 | 0 | 12 | 36 | -10 | -0.7 | -8
O=c1c(Sc2ccccc2)c(C(F)(F)F)[nH]n1-c1ccccc1 | 6 | i | 0 | -1.0 | -11 | 3 | 23 | -5 | -1.1 | 3
O=C(COC(=O)c1ccccc1)NC1CCCCCC1 | -2 | i | 2 | 1.9 | 2 | -2 | -17 | 0 | -0.1 | 2
O=C(NCc1ccccc1)C1CCC(CNc2c(N3CCCCC3)c(=O)c2=O)CC1 (centres undefined) | 0 | i | -1 | -1.0 | 0 | -1 | 11 | 1 | 0.3 | -1
COCCCOc1cc(NCc2ccccc2)c2ncn(C(C)C)c2c1 | 0 | i | 1 | -0.4 | -4 | 0 | 6 | 1 | 0.4 | -4
Cc1ccc(S(=O)(=O)Nc2ccc(N3CCOCC3)cc2)cc1C | -1 | i | -1 | 0.2 | 4 | -1 | 1 | 2 | -1.4 | 5
O=C(NNC(=O)C12CC3CC(CC(C3)C1)C2)c1ccccc1O | 2 | i | 0 | -0.2 | -5 | -6 | -10 | -2 | 0.3 | -2
C[C@H]1COC(=O)[C@@H](Cc2ccc(F)cc2)C/C=C\C[C@@H](CC(=O)N[C@@H](CO)Cc2ccccc2)C(=O)N1 | 1 | i | 2 | 0.8 | -2 | 1 | -5 | 1 | -0.1 | 1
CC(C)Nc1ncnc2c1ncn2[C@H]1CN(Cc2cccnc2)C[C@@H](CO)O1 | -2 | i | 0 | -1.0 | x | 3 | -3 | -2 | -0.1 | 2
CC(C)NC(=O)c1cc(-n2cnnc2)ccc1Cl | 3 | i | -2 | -0.7 | -6 | 5 | -23 | -6 | -1.0 | 2
CCc1nc2c(OCCn3cccc3)cccn2c1N(C)C(=O)c1cccs1 | 6 | i | 2 | -0.4 | x | 1 | -17 | 5 | -0.2 | 1
Cc1nc(SCc2ccccc2C#N)n[nH]1 | 4 | i | 2 | -1.7 | -1 | 1 | 13 | -1 | 0.8 | 0
Cc1ccc(-c2cn3cccnc3n2)cc1NC(=O)c1ccc(Br)o1 | -9 | i | -1 | -0.3 | 0 | -4 | 5 | -1 | -1.2 | 2
CCOC(=O)N1CCN(C(=O)CN(c2ccc(OCc3ccccc3)cc2)S(C)(=O)=O)CC1 | -2 | i | 1 | -1.5 | -1 | -4 | 0 | 1 | -1.3 | -1
COc1ccc(C2c3c(n[nH]c3C)CC(C)(O)C2C(C)=O)cc1OC (centres undefined) | -2 | i | 0 | -0.2 | -6 | -4 | -2 | -1 | -0.6 | 0
Cc1oc(-c2ccoc2)nc1CN(CC1CCC(=O)N1)C(C)C (centres undefined) | -2 | i | -2 | -0.8 | 12 | -2 | 6 | 6 | -0.6 | -3
CCCn1c(N)c(C(=O)CSc2nnc(C3CC3)n2Cc2ccccc2)c(=O)[nH]c1=O | 1 | i | 2 | -2.9 | -8 | 2 | 5 | 2 | -1.5 | 4
CCOc1ccc(N(CC(=O)NCc2ccco2)C(=O)CCC(=O)Nc2nccs2)cc1 | 1 | i | 0 | 0.2 | -6 | 6 | 6 | -7 | -0.2 | -3
O=C(C=Cc1cccc(O)c1)c1ccccc1O | -6 | i | -4 | -0.1 | 33 | 7 | 20 | -6 | -0.3 | 5
COc1ccccc1OCc1nnc(SCC(=O)N2CCCCC2)o1 | 5 | i | 0 | -0.7 | -5 | -1 | 2 | -9 | -0.6 | 2
CCN(CC)c1ccc(/C=N/NC(=O)CNC(=O)C2COc3ccccc3O2)c(O)c1 (centres undefined) | -15 | i | 0 | 0.3 | -9 | 2 | -9 | 15 | -0.6 | -12
O=C(Nc1nc(-c2ccc(Cl)s2)cs1)c1ccccc1 | -6 | i | 2 | 5.0 | -6 | -1 | 7 | -10 | 0.0 | -4
COC(=O)CCC(=O)CN | 0 | i | -4 | -2.4 | -6 | -2 | -7 | 3 | -0.2 | 0
CC(NC(=O)c1cc2ccccc2o1)C(=O)O (centres undefined) | -2 | i | 4 | -2.1 | -5 | 8 | 7 | -7 | -1.2 | 2
O=C(c1ccc(S(=O)(=O)N2CCOCC2)cc1)N1CCc2ccccc21 | 2 | i | 1 | -1.6 | -3 | -6 | 8 | 0 | -0.3 | 2
CCOc1ccc(N(CC(=O)NCCOc2ccc(C)cc2)S(=O)(=O)c2ccccc2)cc1 | -1 | i | 1 | 3.0 | -12 | -2 | -1 | -2 | -0.3 | -1
Cc1ccc(S(=O)(=O)Cc2ccc(C(=O)NC3CCCCCC3)o2)cc1 | 1 | i | 1 | 0.3 | -7 | 1 | 3 | -2 | -0.1 | -1
COc1cc(/C=N/NC(=O)NC2CCCCC2)cc(OC)c1O | -4 | i | 1 | 0.4 | -12 | 0 | -4 | -5 | 0.3 | 1
Cc1cc(Cl)cc(C)c1OCC(=O)NC1CCCCCC1 | 7 | i | 3 | 2.7 | -11 | 2 | 1 | -2 | -0.2 | 0

From PubChem
